Assay outcomes deposited in PubChem BioAssay by Sanford-Burnham Center for Chemical Genomics.
SENP8 block: SENP8 protease inhibitors, primary screen, biochemical, luminescence. purified SENP8, Z-RLRGG-aminoluciferin cleavage. actives 1.2% (n = 330,000). Sentrin-specific protease 8 (Homo sapiens), Q96LD8. inhibition, % at 10 µM
Target sequence (Q96LD8 whole entry, looked up): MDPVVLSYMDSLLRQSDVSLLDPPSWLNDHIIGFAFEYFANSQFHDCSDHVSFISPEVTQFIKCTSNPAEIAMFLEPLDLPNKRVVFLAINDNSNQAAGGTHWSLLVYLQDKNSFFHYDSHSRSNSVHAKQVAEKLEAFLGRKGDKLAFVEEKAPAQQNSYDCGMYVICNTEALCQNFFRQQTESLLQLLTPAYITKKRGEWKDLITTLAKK
Gli-Sufu antag: Gli-Sufu pathway antagonists, primary screen, luciferase luminescence, Sufu-KO-LIGHT cells, uHTS | actives 0.74% (n = 340,000) | inhibition, % at 5 µM | AID 588413, 2011 | Sufu-KO-LIGHT fibroblasts, Gli luciferase reporter luminescence;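 active = inhibition above about 55%, limit read from the data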;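 note: 0% = DMSO-treated cells and 100% = wells with medium but no cells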
UBC13 polyUb: UBC13 polyubiquitin chain formation inhibitors, primary screen, biochemical, TR-FRET, uHTS. Ubiquitin-conjugating enzyme E2 N (Homo sapiens), P61088. inhibition, % at 20 µM. actives 0.47% (n = 330,000). AID 485273, 2010; in the data active = inhibition above about 45%, passing the limit was not always enough
Target sequence (P61088 whole entry, looked up): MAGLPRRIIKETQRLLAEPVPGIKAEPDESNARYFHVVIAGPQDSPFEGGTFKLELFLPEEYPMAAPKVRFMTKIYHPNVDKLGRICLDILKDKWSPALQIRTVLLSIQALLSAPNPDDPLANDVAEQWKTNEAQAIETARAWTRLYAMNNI
697 NFkB inh: inhibitors of PMA/ionomycin-induced NF-kB reporter, 697 cells, primary screen, B-cell NF-kB inhibitor project, cell-based, luminescence, uHTS | 697 B-cell NF-kB luciferase reporter, 16 h | inhibition, % at 4 µM | actives 0.33% (n = 330,000) | AID 435022, 2010; in the data active = inhibition above about 35%
CCR6 antagonist: CCR6 receptor antagonists, primary screen, cell-based, CHO-K1, luminescence, beta-arrestin, uHTS | CHO-K1 CCR6 PathHunter beta-arrestin, CCL20-stimulated | inhibition, % at 20 µM | actives 0.49% (n = 340,000);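 active = compounds whose inhibition of the agonist-driven luminescence signal at 20 µM reaches about 50%, limit read from the data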;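 note: cells stimulated with CCL20 at 14 nM final; plate controls were DMSO with CCL20 for no effect and DMSO without agonist for full effect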
Target sequence (P51684 whole entry, looked up): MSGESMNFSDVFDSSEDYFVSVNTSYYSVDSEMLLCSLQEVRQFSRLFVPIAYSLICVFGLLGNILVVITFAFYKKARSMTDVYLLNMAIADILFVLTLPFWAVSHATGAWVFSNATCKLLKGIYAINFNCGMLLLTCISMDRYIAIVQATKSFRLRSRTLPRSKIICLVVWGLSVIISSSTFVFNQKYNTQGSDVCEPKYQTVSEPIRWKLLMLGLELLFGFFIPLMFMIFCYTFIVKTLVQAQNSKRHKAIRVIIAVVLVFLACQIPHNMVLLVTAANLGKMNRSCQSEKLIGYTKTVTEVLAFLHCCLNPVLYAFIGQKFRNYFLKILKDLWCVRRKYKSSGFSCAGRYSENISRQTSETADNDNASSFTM
Apaf1 inhib: inhibitors of human Apaf-1 apoptosome, primary screen, biochemical, DEVD-Rh110 fluorescence, uHTS | inhibition, % at 20 µM | actives 0.71% (n = 330,000) | reconstituted apoptosome caspase-3 activity | Apoptotic protease-activating factor 1 (Homo sapiens), O14727; active = inhibition of at least 40% at 20 µM;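 note: plate controls were DMSO wells for no effect and DEVD-CHO caspase inhibitor wells for full effect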
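Medium: Hepes buffer, pH 7.5 / System: biochemical Apaf-1 apoptosome reconstitution / Measured by: Rh110 fluorescence, excitation 480 nm, emission 540 nm / Times: compound with Apaf-1, dATP, procaspase-3 30 min, then 50 min reaction, room temperature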
EBI2 block: EBI2 receptor antagonists, beta-arrestin recruitment, primary screen, cell-based, luminescence, 7a,25-OHC stimulation, uHTS; 7a,25-OHC stimulated; inhibition, % at 5 µM; actives 0.81% (n = 360,000); in the data active = inhibition above about 38%;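 note: enzyme fragment complementation signal reports receptor beta-arrestin coupling in cells; 0% = agonist plus DMSO wells and 100% = wells without agonist; some results beyond the cut were filed as inactive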
Target sequence (P32249 whole entry, looked up, the tested form may be a part): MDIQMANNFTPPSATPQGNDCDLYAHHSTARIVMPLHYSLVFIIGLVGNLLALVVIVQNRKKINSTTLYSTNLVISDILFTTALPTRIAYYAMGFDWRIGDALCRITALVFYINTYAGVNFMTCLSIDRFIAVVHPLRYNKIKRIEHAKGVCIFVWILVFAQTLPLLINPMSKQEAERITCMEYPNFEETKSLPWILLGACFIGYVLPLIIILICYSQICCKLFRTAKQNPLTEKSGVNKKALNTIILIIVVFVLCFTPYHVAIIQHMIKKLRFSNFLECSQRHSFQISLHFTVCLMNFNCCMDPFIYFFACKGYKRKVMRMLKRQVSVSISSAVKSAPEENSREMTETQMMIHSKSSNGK
Jurkat NFkB inh: inhibitors of induced NF-kB luciferase reporter, primary screen, TCR NF-kB activation inhibitor project, cell-based, luminescence, uHTS; Jurkat, PMA/ionomycin-induced NF-kB luciferase reporter; inhibition, % at 4 µM; actives 0.53% (n = 330,000); AID 435003, 2010
The depositor's hits bear a star; / = no result given. Cut-off read from the data, not from the text of the source, unless noted: active = inhibition above about 50%; inactive = the rest. These rows are one share of the data (hit frequency here may not be typical).

The line under a structure holds: SENP8 block	Gli-Sufu antag	UBC13 polyUb	697 NFkB inh	CCR6 antagonist	Apaf1 inhib	EBI2 block	Jurkat NFkB inh
CC1C2CC(C/C2=N/NC(=O)c2cccs2)C1(C)C (centres undefined)
    3.0	-4.3	1.8	7.0	-23.1	-12.1	-25.1	2.8
Cc1nc(CN(C)C(=O)C2CCC(=O)N(CCc3cccc(F)c3)C2)cs1 (centres undefined)
    4.8	-0.2	-1.4	1.9	-17.2	3.2	6.6	4.8
CC(=O)Oc1ccc(N2C(=O)C3C(C2=O)C2C=CC3C23CC3)cc1[N+](=O)[O-] (centres undefined)
    9.4	-7.9	-9.1	10.2	15.2	3.4	-9.2	-5.5
CN(C)c1ccc(C(C(=O)NC2CCCC2)N(Cc2cccnc2)C(=O)c2snc(C(N)=O)c2N)cc1 (centres undefined)
    7.3	-6.4	4.3	7.0	-14.4	4.0	7.2	14.7
O=C(c1cc(Cl)ccc1OCc1ccccc1)N1CCOCC1
    2.9	-8.5	-2.3	-22.2	9.4	2.4	0.9	2.5
O=C1CCN(Cc2cccnc2)CCN1[C@H](CO)c1ccccc1
    -13.8	1.4	5.9	-6.0	9.0	4.8	-3.2	-5.7
Cc1cc(C)nc(NS(=O)(=O)c2ccc(N/C=C\C(=O)c3cccs3)cc2)n1
    -17.3	-5.5	1.5	-6.4	15.7	5.5	0.6	3.7
CC1CN(c2ccc(S(=O)(=O)N3CCOCC3)cn2)CC(C)O1 (centres undefined)
    -7.8	8.4	1.6	13.2	-15.0	-6.7	0.3	11.1
O=C(c1ccc(CS(=O)(=O)c2ccc(Br)cc2)o1)N1CCN(C2CCCCC2)CC1
    0.6	/	5.2	0.0	/	8.7	-2.2	1.0
O=[N+]([O-])c1cc(/C=N/N/C(=N/c2ccccn2)c2ccccn2)ccc1O
    1.1	79.2*	-33.8	-51.9	44.6	4.8	6.4	-28.1

The listing continues:
The line under a structure holds: SENP8 block	Gli-Sufu antag	UBC13 polyUb	697 NFkB inh	CCR6 antagonist	Apaf1 inhib	EBI2 block	Jurkat NFkB inh
CC1CCN(S(=O)(=O)c2ccc3c(c2)oc(=O)n3C)CC1
    -11.2	23.7	-6.5	-0.1	-3.5	5.4	-3.6	-8.0
COc1cccc(NC(=O)C2CC(=O)OC23CCOC(C)(C)C3)c1 (centres undefined)
    2.5	4.8	6.0	17.1	8.2	-0.8	-9.4	-1.9
Cc1cc(C)n(C(C)CC(=O)N2CCc3ccccc32)n1 (centres undefined)
    -14.5	2.6	-2.8	-23.9	0.9	-4.1	-6.2	-12.7
Cc1ccc2c(C)c(C(=O)N3CCCC(C(N)=O)C3)oc2c1C (centres undefined)
    -2.6	-41.4	-7.5	-45.7	10.1	14.1	-15.6	-30.7
CCOc1ccc(C2C(C(=O)OC)=C(C)N=C3SCCC(=O)N32)cc1OCC (centres undefined)
    -6.6	3.0	-10.4	11.8	-8.3	3.8	0.5	-4.3
COc1ccc(OCCCC(=O)Nc2nc(-c3ccccn3)cs2)cc1
    3.5	0.2	-6.3	-6.8	-1.3	-0.8	-1.1	1.2
COC(=O)c1ccc([C@H]2CC(=O)O2)cc1
    2.4	-6.2	-5.6	-15.2	9.5	0.7	1.2	-10.3
CN1CCN(S(=O)(=O)c2cccc(C(=O)Nc3cc(C(F)(F)F)ccc3N3CCCC3)c2)CC1
    6.6	8.7	4.0	9.3	6.3	11.6	-9.4	19.2
COc1ccccc1-c1n[nH]c(=S)n1Cc1ccccc1
    0.6	19.9	-5.2	0.4	0.9	7.6	-2.7	3.0
Cc1ccc(C(=O)Nc2ncc(Cc3ccc(SC(F)F)cc3)s2)cc1
    -0.7	36.7	-3.8	-77.7	-18.7	13.8	-46.8	64.4*

(list continues)
The line under a structure holds: SENP8 block	Gli-Sufu antag	UBC13 polyUb	697 NFkB inh	CCR6 antagonist	Apaf1 inhib	EBI2 block	Jurkat NFkB inh
COc1c(O)ccc(/C=N\NC(=O)c2ccc3c(c2)OCO3)c1[N+](=O)[O-]
    0.7	-4.2	-8.4	4.4	17.2	-0.6	-6.5	-1.6
O=C(OCCN1CCCCC1)c1ccc(O)cc1
    -2.5	-16.0	0.1	-0.3	0.0	0.4	-11.8	-13.0
CC1CCN(C(=O)CNC(=O)CNC(=O)Cc2ccccc2)CC1
    5.4	-6.7	-0.6	8.6	3.9	6.2	-4.8	-2.2
COc1ccc(-c2csc(-c3ccc(O)cc3)n2)cc1
    -10.9	-64.4	9.0	-154.4	3.6	-115.7	21.2	14.5
CSCC[C@H](NS(=O)(=O)c1ccc(C)cc1)C(=O)N1CCC(C(=O)N[C@@H](Cc2ccccc2)C(=O)O)CC1
    3.9	-1.6	-12.8	18.1	-2.0	-4.2	0.4	-7.2
CCOC(=O)N1CCN(C(=O)c2ccc3c(=O)n4c(nc3c2)CCCCC4)CC1
    -10.7	-18.3	-2.5	7.1	0.0	-0.3	/	-6.0
Cc1ccccc1C(=O)Nc1ccc(Br)cn1
    39.4	-63.5	-3.0	-104.1	-8.7	2.4	5.8	-62.1
CSc1ccc(S(=O)(=O)NCC(=O)OCC(=O)NCC2CCCO2)cc1[N+](=O)[O-] (centres undefined)
    -6.7	-4.6	-0.6	11.2	9.1	2.3	-7.1	-4.2
CCn1c(COc2ccccc2)nnc1SCC(=O)CC(=O)Nc1ccccc1OC
    -1.2	7.2	2.6	-18.8	2.1	14.2	-10.6	-5.4
COc1ccc(N(CC(=O)NCc2ccco2)S(=O)(=O)c2ccccc2)cc1
    -5.8	-10.6	1.2	10.4	4.2	4.4	-0.9	-2.3

Entries of single compounds, looked up by structure. Values in the order: SENP8 block	Gli-Sufu antag	UBC13 polyUb	697 NFkB inh	CCR6 antagonist	Apaf1 inhib	EBI2 block	Jurkat NFkB inh
Record of Cc1ccc2c(C)c(C(=O)N3CCCC(C(N)=O)C3)oc2c1C (centres undefined) → -2.6	-41.4	-7.5	-45.7	10.1	14.1	-15.6	-30.7
Record of Cc1nc(CN(C)C(=O)C2CCC(=O)N(CCc3cccc(F)c3)C2)cs1 (centres undefined) → 4.8	-0.2	-1.4	1.9	-17.2	3.2	6.6	4.8
Record of CCn1c(COc2ccccc2)nnc1SCC(=O)CC(=O)Nc1ccccc1OC → -1.2	7.2	2.6	-18.8	2.1	14.2	-10.6	-5.4
Record of CCOC(=O)N1CCN(C(=O)c2ccc3c(=O)n4c(nc3c2)CCCCC4)CC1 → -10.7	-18.3	-2.5	7.1	0.0	-0.3	/	-6.0

Next structures follow.
The line under a structure holds: SENP8 block	Gli-Sufu antag	UBC13 polyUb	697 NFkB inh	CCR6 antagonist	Apaf1 inhib	EBI2 block	Jurkat NFkB inh
COc1ccc(S(=O)(=O)N2CCN(S(=O)(=O)c3ccc4c(c3)OCCO4)CC2)cc1C
    0.5	-33.1	5.6	24.7	-7.1	-3.1	-1.8	3.7
COc1ccc(C(=O)NCCCCCC(=O)O)cc1OC
    4.9	0.6	-3.6	-3.5	7.3	3.9	-7.1	-3.8
Cc1[nH]c2ccccc2c1/C=C/c1nc2ccccc2c(=O)[nH]1
    -16.0	-33.0	1.6	-134.1	-6.8	5.7	-29.6	-167.7
CCc1cccc(C)c1NS(=O)(=O)c1c(C)nc2sccn2c1=O
    3.6	6.7	-2.1	-0.2	9.2	6.2	-5.0	-1.1
Cc1ccc(NC(=O)CSCC(=O)OC(C)C(=O)Nc2ccccc2C)cc1 (centres undefined)
    14.3	-0.3	4.0	11.8	1.6	-0.2	0.7	5.2
O=C(CC1C(=O)NCCN1C(=O)Nc1ccc(F)cc1)Nc1cc(Cl)ccc1Cl (centres undefined)
    -2.7	5.3	6.8	1.1	2.1	-7.8	-3.5	8.3
O=C(O)COn1c(-c2ccc(Cl)cc2)nc2ccc(Cl)cc21
    -7.3	-6.8	-3.9	-119.4	-0.2	5.9	-1.4	-139.0
Cc1ccc(C(=O)N2CCN(c3ccccn3)CC2)cc1Cl
    -9.5	4.6	-11.5	-26.2	9.3	6.1	5.7	-27.3
COc1ccc(C(=O)OCC(=O)NC(=O)NC2CCCC2)cc1[N+](=O)[O-]
    5.6	-7.0	0.4	25.5	10.4	2.2	-5.6	7.2
COc1ccc(/C=N/NC(=O)c2nc(-c3ccccc3)n(-c3ccccc3)n2)c(O)c1
    -0.3	62.7*	-0.5	-18.9	10.2	16.7	4.9	21.0

The list goes on:
The line under a structure holds: SENP8 block	Gli-Sufu antag	UBC13 polyUb	697 NFkB inh	CCR6 antagonist	Apaf1 inhib	EBI2 block	Jurkat NFkB inh
CC1Cc2nc(SCC(=O)c3ccccc3)n(Cc3ccccc3)c(=O)c2S1 (centres undefined)
    -7.0	-1.0	-10.6	-10.5	8.6	18.9	0.4	-10.0
COC(=O)c1ccccc1S(=O)(=O)N1CCC(c2nc3ccccc3o2)CC1
    5.4	-30.6	-1.6	18.6	4.9	-12.4	2.0	5.9
CC(C)CC(CO)N1CCN(C(=O)c2ccc(C(C)(C)C)cc2)CCC1=O (centres undefined)
    4.9	-9.7	3.1	22.3	4.3	-0.3	-9.0	-14.3
Cc1cc(C)cc(NC(=O)Nc2cccc(S(N)(=O)=O)c2)c1
    -3.8	2.6	1.0	8.6	-6.7	0.0	-15.2	-0.8
C=CCNC(=S)NNC(=O)c1ccc(OCCC)cc1
    1.8	5.3	2.5	-5.5	-3.5	-8.1	2.5	0.5
CCc1cccc(CC)c1NC(=O)CSc1nnc(C2CC2)n1C
    -5.1	-11.7	-0.3	0.9	-10.6	7.7	6.6	-2.0
O=C1C2CCCN2C(c2ccccc2)N1c1nccs1 (centres undefined)
    2.2	7.6	6.4	14.6	-6.3	4.5	-22.0	8.4
O=C(CN1CCN(C(c2ccccc2)c2ccccc2)CC1)N1N=CCC1c1ccccc1 (centres undefined)
    -5.6	-14.6	10.0	7.6	16.4	3.2	-2.3	1.3
N#C/C(=C(/O)c1ccc2c(c1)OCO2)c1nc2cc(C(F)(F)F)ccc2s1
    53.5*	26.9	-5.7	-30.6	-2.6	-3.2	13.2	-9.1
O=C(COC(=O)c1ccc(S(=O)(=O)N2CCOCC2)cc1)NC1CCCC1
    2.0	2.4	7.2	6.0	1.0	0.3	-6.0	0.7

(more compounds)
The line under a structure holds: SENP8 block	Gli-Sufu antag	UBC13 polyUb	697 NFkB inh	CCR6 antagonist	Apaf1 inhib	EBI2 block	Jurkat NFkB inh
COc1c(C)cc(Br)cc1C(=O)Nc1ccc(S(N)(=O)=O)cc1
    19.5	-2.0	8.0	7.7	6.5	-1.0	6.3	19.9
COc1ccc(C(=O)Nc2ccc3[nH]c(-c4cccc(OC)c4)cc(=O)c3c2)cc1
    -4.8	-8.8	-9.6	-18.7	3.7	-1.9	-7.9	85.4*
CCCCOc1ccc(C(=O)N2CCNC(=O)C2)cc1
    -1.1	-7.2	2.5	8.7	19.9	3.0	-3.5	-3.9
CC1(C)Cc2c(ccc3ccccc23)-c2nnc(-c3cccnc3)n21
    -9.2	1.3	-4.7	-26.4	-1.0	-5.7	6.0	-9.4
COc1ccc(/C=N/N=C2/NC(=O)C(CC(=O)O)S2)cc1OCc1ccccc1Cl (centres undefined)
    4.0	-9.2	-9.4	17.9	-2.1	5.5	-2.2	12.9
CN(CCN1CCOCC1)Cc1nc(-c2ccc3c(c2)OCO3)no1
    -7.7	3.4	-6.8	11.5	1.4	-22.8	1.1	-12.0
CC(C)OC(=O)CSc1nc(Cc2ccccc2)nc2ccccc12
    1.0	2.2	20.7	13.6	28.9	11.3	12.0	7.3
CCCCCCCCOC(=O)/C=C/c1c(C)[nH]c(=O)[nH]c1=O
    2.2	3.1	3.4	-37.0	-4.3	-7.8	-8.7	5.0
C/C(CC(=O)Nc1cccc(Cl)c1C)=N\NC(=O)C(=O)NCC(C)C
    -1.4	3.7	0.1	-0.2	15.5	-0.3	-1.8	7.8
CC(O)Cn1c(N2CCCC2)nc2c1c(=O)n(C)c(=O)n2C (centres undefined)
    5.6	3.2	-4.1	-10.2	9.4	-8.0	4.7	-8.2
